# TLR9-MyD88 inh: inhibitors of human TLR9-MyD88 binding; AID 504734; Q9NR96+Q99836; inhibition, % at 4.98 µM; CHO BLA complementation TLR9-MyD88, CCF4 FRET ratio; actives 0.21% (n = 340,000);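 active = inhibition above the mean over all tested compounds plus 3 SD, cut at about 21% in these data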;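 note: 0% = DMSO only wells and 100% = clavulanate BLA inhibitor control wells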
# NR5A2 inv ag: NR5A2 inverse agonism in reporter assay; O00482; inhibition, % at 3.6 µM; HEK293T StAR-luciferase reporter, LRH-1 transfected, 24 h; actives 0.13% (n = 360,000);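 active = inhibition above the mean inhibition of all tested compounds plus 3 SD, cut at about 73% in these data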;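 note: 0% = DMSO wells and 100% = reporter-only cells lacking LRH-1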
# Target sequence (O00482 whole entry, looked up): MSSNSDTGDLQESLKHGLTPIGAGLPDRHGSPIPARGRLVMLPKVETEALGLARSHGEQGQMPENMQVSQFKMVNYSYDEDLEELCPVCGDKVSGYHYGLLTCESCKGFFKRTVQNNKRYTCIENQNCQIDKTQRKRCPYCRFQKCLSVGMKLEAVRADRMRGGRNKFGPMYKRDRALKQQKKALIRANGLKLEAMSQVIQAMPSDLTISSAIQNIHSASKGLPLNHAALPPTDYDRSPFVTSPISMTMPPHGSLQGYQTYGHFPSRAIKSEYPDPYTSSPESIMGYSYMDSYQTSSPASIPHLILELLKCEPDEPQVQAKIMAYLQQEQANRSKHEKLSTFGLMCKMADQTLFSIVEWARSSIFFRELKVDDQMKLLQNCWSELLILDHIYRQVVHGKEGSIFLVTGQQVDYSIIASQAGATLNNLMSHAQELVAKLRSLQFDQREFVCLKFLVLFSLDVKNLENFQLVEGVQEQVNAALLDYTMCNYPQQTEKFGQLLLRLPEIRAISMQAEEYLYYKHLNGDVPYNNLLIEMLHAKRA
# Vif imaging: inhibitors of HIV Vif. inhibition, % at 7.49 µM. HEK293T cells, Vif self-association by quenched fluorescence, imaging, 24 h. actives 0.35% (n = 340,000); in the data active = inhibition above about 50%, passing the limit was not always enough; inconclusive = no clear call, values can overlap the other calls; inactive = below about 31%; note: some results filed as inactive read as strong as hits
# NCOA2 inhibitor: human SRC2 (NCOA2) inhibition | HEK293 GAL4-SRC2 luciferase reporter, luminescence | Q15596 | actives 0.17% (n = 370,000) | inhibition, % at 9 µM;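 active = inhibition above the mean inhibition of all tested compounds plus 3 SD, set per campaign, cut at about 52% in these data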;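 note: 0% = DMSO treated cells and 100% = cells given Gossypol at 36 µM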
# C8 TRAIL sens: caspase-8 TRAIL sensitization | inhibition (viability loss, TRAIL sensitization), % at 10 µM | actives 1% (n = 360,000) | NB7+C8 cells + TRAIL, ATPlite viability luminescence;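 active = compounds causing at least 50% loss of cell viability in the single-dose screen, relative to plate controls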
# SRC1 inh: inhibits human SRC1 coactivator | Q15788 | HEK293 GAL4-SRC1 luciferase reporter, luminescence | inhibition, % at 3.6 µM | actives 0.12% (n = 360,000);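 active = inhibition above the campaign mean plus 3 SD, with each screening campaign given its own cutoff, cut at about 60% in these data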;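 note: 0% = DMSO treated cells and 100% = gossypol at 36 µM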
# NR2F2 inh: blocks human COUP-TFII nuclear receptor | HEK293T NGFI-A luciferase reporter, luminescence | P24468 | inhibition, % at 8.6 µM | actives 0.7% (n = 370,000) | AID 686940;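 active = inhibition above a per-plate cutoff, mean inhibition of test wells between control levels plus 3 SD, cut at about 38% in these data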;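 note: cells cotransfected with COUP-TFII expression vector driving the NGFI-A reporter; 0% = median of COUP-TF2 test wells and 100% = reporter-only cells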
# EBV LMP1 NFkB: reduces LMP1-driven NF-kappaB luciferase signal. LMP1-induced NF-kappaB luciferase reporter cells, luminescence. inhibition, % at 12.5 µM. actives 0.69% (n = 350,000). AID 504558; in the data active = inhibition above about 41%; inconclusive = no clear call, values can overlap the other calls;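 note: 0% = neutral control wells and 100% = reference inhibitor control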
# NOD2-RIPK2 inh: NOD2-RIPK2 protein interaction inhibition. O43353. CHO BLA complementation NOD2-RIPK2, CCF4 ratio. inhibition, % at 4.98 µM. actives 0.38% (n = 360,000); in the data active = inhibition above about 21%;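 note: 0% = vehicle only and 100% = reference blocker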
# Target sequence (O43353 whole entry, looked up): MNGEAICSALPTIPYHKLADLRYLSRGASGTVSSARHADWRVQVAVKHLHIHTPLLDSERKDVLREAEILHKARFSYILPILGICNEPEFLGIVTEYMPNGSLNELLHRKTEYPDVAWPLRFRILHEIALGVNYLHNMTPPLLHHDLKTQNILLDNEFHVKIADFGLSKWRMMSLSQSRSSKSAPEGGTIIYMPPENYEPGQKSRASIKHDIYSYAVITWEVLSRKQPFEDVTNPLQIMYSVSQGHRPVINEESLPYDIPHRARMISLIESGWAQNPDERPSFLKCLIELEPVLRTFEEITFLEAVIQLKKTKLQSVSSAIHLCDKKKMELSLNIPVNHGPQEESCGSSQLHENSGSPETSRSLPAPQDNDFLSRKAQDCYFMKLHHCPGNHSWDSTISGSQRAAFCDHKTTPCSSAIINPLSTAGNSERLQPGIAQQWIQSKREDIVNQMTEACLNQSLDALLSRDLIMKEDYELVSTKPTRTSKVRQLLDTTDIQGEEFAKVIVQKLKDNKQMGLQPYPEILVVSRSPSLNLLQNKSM
# SRC3 inh: inhibits human SRC3 coactivator; Q9Y6Q9; HEK293 GAL4-SRC3 luciferase reporter, luminescence; inhibition, % at 3.6 µM; actives 0.17% (n = 360,000); AID 588352;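 active = inhibition above a per-campaign cutoff, the mean of all compounds plus 3 SD, cut at about 60% in these data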;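 note: 0% = DMSO-treated cells and 100% = gossypol-treated cells at 36 µM; higher means less SRC3-driven luciferase light from the GAL4 reporter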
# TROY signal inh: TROY signaling inhibition; actives 0.98% (n = 360,000); AID 1347056; inhibition, % at 10 µM; Q293 LMP1-TROYcd NF-kB luciferase reporter, 4 h;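 active = compounds whose plate-normalised and pattern-corrected inhibition of the luciferase reporter signal at the single screening dose is 50% or more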
# Numbers without * were called inactive; ? = inconclusive; nt = no result given. An excerpt; rates above refer to the full screens.
SMILES,TLR9-MyD88 inh,NR5A2 inv ag,Vif imaging,NCOA2 inhibitor,C8 TRAIL sens,SRC1 inh,NR2F2 inh,EBV LMP1 NFkB,NOD2-RIPK2 inh,SRC3 inh,TROY signal inh
Cc1cccc(C)c1NC(=O)CN1CCNCC1,9,9,11,-13,7,-4,1,-1,-6,-4,1
Clc1ccc(Nc2nc(-c3cccnc3)cs2)cc1,-4,-71,?,-32,5,-58,-18,-56,-8,-54,-70
Cc1cc(N2CCN(c3ccc(F)cc3)CC2)nc2cc(O)ccc12,2,-49,-2,-1,4,-12,-22,9,4,6,0
Cc1ccccc1NC(=O)CN1C(=O)C2C3CC(C(Br)C3Br)C2C1=O (stereo unspecified),-8,-10,9,-8,-8,4,14,-4,-4,15,-17
COc1cc(C(=O)NCC(c2cccs2)N2CCc3ccccc32)cc(OC)c1OC (stereo unspecified),2,-7,-2,16,-3,8,14,2,0,11,19
O=C(NCc1ccc(N2CCCC2=O)cc1)c1cn(Cc2ccccc2)nn1,5,4,1,-16,-13,2,-25,-3,-9,14,-12
O=S(=O)(c1c(F)cccc1F)C1CCN(S(=O)(=O)c2ccc3c(c2)OCCO3)CC1,-4,3,1,19,-2,8,-21,15,-7,-7,-4
CCCN(CCC)c1c([N+](=O)[O-])c(=O)oc2ccccc12,-5,-8,nt,-9,6,-19,7,1,-11,8,-7
Cn1c(C=O)c(C#CC(C)(C)O)c2ccccc21,4,16,-7,18,-17,0,10,0,5,-3,4
CC1(C)Cc2cccc(OCC(=O)Nc3ccccc3F)c2O1,1,-8,-5,-2,16,-4,17,-8,2,17,-6
Cc1c(Cl)cccc1NC(=O)CN1CCC(NC(=O)C2CCCCC2)CC1,0,6,-5,10,-8,-28,14,10,5,6,-16
C[C@@H](NC(=O)[C@@H]1Cc2ccccc2CN1C(=O)OC(C)(C)C)C(=O)NCC1CCCO1 (stereo partly specified),9,15,-2,8,4,16,-19,-4,3,8,-6
CCCCOC(=O)C(C)Nc1n[nH]c(=O)[nH]c1=O (stereo unspecified),-1,-4,9,-10,-2,-41,2,-9,0,-7,11
COc1ccccc1N(C)S(=O)(=O)c1ccc(C(=O)Nc2nnc(C)s2)cc1,-1,10,-1,6,7,-5,17,3,-10,12,4
NC(=O)C1CCN(c2nc(-c3ccc4occc(=O)c4c3)cs2)CC1,3,-13,-3,-35,-8,-15,-9,2,4,-13,-12
c1ccc(OCc2nn3c(-c4n[nH]c5c4CCC5)nnc3s2)cc1,-5,-7,-2,15,19,-4,10,4,-6,-17,-14
CCOC(=O)c1c(N)c2cc([N+](=O)[O-])ccc2n1C,6,-26,3,-2,6,-29,-13,0,-8,-8,-19
Cc1csc(SCC(=O)Nc2ccc(S(=O)(=O)N3CCCC3)cc2)n1,-7,15,0,-8,-3,-99,17,-8,-8,12,2
CCOC(=O)C1=C(CS(=O)(=O)c2ccccc2)NC(=O)NC1c1ccccc1OC (stereo unspecified),-11,19,-3,4,3,-2,12,-4,-3,-14,-1
CC(C)(C)C(=O)CN1C(=O)NC(c2ccccc2)(c2ccccc2)C1=O,-13,-12,1,-25,-19,-11,4,-8,-2,-14,-9
Cn1c(=O)c2[nH]c(CNCc3ccccc3Cl)nc2n(C)c1=O,-4,2,nt,-3,10,-26,12,-6,-6,8,2
O=S1(=O)CCC(n2ncc3c2/C(=C/c2ccccc2)CC3)C1 (stereo unspecified),4,8,-2,0,-2,-9,1,2,-5,-7,10
CCOc1cccc(Oc2ncccc2C(=O)/C(C#N)=C/N(C)C)c1,5,9,16,-17,3,-8,-11,7,-5,-12,-14
CCOc1ccc(C(=O)NCCCN(CC)CC)cc1,6,-1,4,6,-3,-6,-28,-4,-6,1,-8
COC(=O)c1cc(/C=C/c2ccccc2)[nH]n1,0,-71,0,-53,-27,-54,-8,-9,-7,-65,-38

# Next section, starting with the last three of the part before.
SMILES,TLR9-MyD88 inh,NR5A2 inv ag,Vif imaging,NCOA2 inhibitor,C8 TRAIL sens,SRC1 inh,NR2F2 inh,EBV LMP1 NFkB,NOD2-RIPK2 inh,SRC3 inh,TROY signal inh
CCOc1cccc(Oc2ncccc2C(=O)/C(C#N)=C/N(C)C)c1,5,9,16,-17,3,-8,-11,7,-5,-12,-14
CCOc1ccc(C(=O)NCCCN(CC)CC)cc1,6,-1,4,6,-3,-6,-28,-4,-6,1,-8
COC(=O)c1cc(/C=C/c2ccccc2)[nH]n1,0,-71,0,-53,-27,-54,-8,-9,-7,-65,-38
CCCOC(=O)c1c(NC(=O)C2CCCO2)sc(C(=O)OC)c1C (stereo unspecified),-4,18,0,14,5,7,9,0,-14,10,-8
Cc1ccc(NC(=O)Cc2ncc(C(F)(F)F)cc2Cl)cc1Cl,-1,-4,-7,-26,-6,-13,-3,8,-4,18,-47
O=C(NCc1ccco1)c1ccccc1Br,7,-18,17,-5,0,-27,-5,-19,-7,2,7
CC(=O)N1CCc2c(sc(NC(=O)c3ccc(S(=O)(=O)N(C)CC4CCCO4)cc3)c2C(N)=O)C1 (stereo unspecified),-7,40,-1,-12,0,-4,2,-7,-13,1,19
O=C(N/N=C/c1ccccc1)c1ccc(NC(=O)c2ccc(F)cc2)cc1,1,19,0,-20,-9,-13,5,-7,-11,7,1
O=C(CCn1cccc1)Nc1ccc(F)cc1,-10,-4,14,-10,-8,-12,-14,0,7,5,6
CC(C)Oc1ccc(C(CC(=O)N2CCOCC2)C(C)C)cc1 (stereo unspecified),3,19,6,8,-10,1,5,-4,-7,12,-20
FC(F)(F)c1nc2ccccc2n2c(-c3c(Cl)cccc3Cl)nnc12,3,8,-6,-12,9,-4,-7,2,-12,-7,10
COc1cccc2cc(C(=O)N3CCN(C/C=C/c4ccccc4)CC3)c(=O)oc12,-1,5,10,-13,-10,-2,-7,8,-6,-47,-18
COc1ccccc1N(CC(O)Cn1ccnc1C)S(=O)(=O)c1ccccc1 (stereo unspecified),-12,8,15,15,-5,-1,-8,-5,9,-8,0
CN(C1CCCCC1)S(=O)(=O)c1ccc2c(c1)CCC(=O)N2,9,-21,-4,8,0,4,1,1,-8,0,11
COc1ccc(C2C=C(c3ccccc3)Nc3nnnn32)cc1 (stereo unspecified),24*,-7,0,-28,-1,-48,-17,-5,-2,-41,8
N#CCc1c(C#N)c(N)nc(N2CCCC(CO)C2)c1C#N (stereo unspecified),6,-11,-1,13,-5,4,5,-5,-5,27,7
CC(C)(c1ccccc1)c1ccc(OCC(O)CNC2CCN(Cc3ccccc3)CC2)cc1 (stereo unspecified),11,8,-2,-20,9,7,8,-13,14,2,21
O=C(COc1ccccc1)N=C1SC2CS(=O)(=O)CC2N1c1ccc(F)cc1F (stereo unspecified),-19,5,10,-20,-14,12,-10,-4,-2,-15,4
COc1ccccc1C(=O)NNC(=O)c1csc(N2CCOCC2)n1,-5,0,-6,6,4,-23,1,-10,-6,-14,7
O=C(OCC(=O)N1N=C(c2ccc(Cl)cc2)CC1c1ccco1)c1cccnc1 (stereo unspecified),-11,-29,6,-12,-10,-5,-12,5,-2,-24,-40
COCCn1c(SCC(=O)NNC(=O)c2ccc(OC)c(OC)c2)nc2ccccc2c1=O,-7,9,-5,0,-2,-19,21,3,-10,-12,4
COc1ccccc1C1SCCN1S(=O)(=O)c1ccccc1 (stereo unspecified),0,4,-7,-7,4,16,14,-4,-7,3,-3
Clc1cccc(NC2=NCCC2)c1,-3,-17,0,7,-2,-5,-12,6,8,-14,-11
Cc1ccc(S(=O)(=O)c2c(COC(=O)c3cccc(Cl)c3)c(-c3ccccc3)nn2C)cc1,-4,-21,-1,28,2,8,7,5,-4,2,17
Cc1ccc(C(=O)CNc2ccc(F)cc2)cc1,7,3,-6,-2,9,-7,-3,-23,-12,-13,-56
CCOC(=O)C1(CCOc2ccccc2)CCN(Cc2ccc(O)cc2)CC1,-5,-10,5,-17,3,13,1,8,-17,8,16
NNC(=O)CSc1nnnn1-c1ccccc1,0,0,-6,9,-2,4,-21,-4,-3,8,14
CCOCCCNCc1c(Cl)cccc1Cl,4,20,-17,11,-4,-5,-12,5,-4,13,-11

# Other compounds follow.
SMILES,TLR9-MyD88 inh,NR5A2 inv ag,Vif imaging,NCOA2 inhibitor,C8 TRAIL sens,SRC1 inh,NR2F2 inh,EBV LMP1 NFkB,NOD2-RIPK2 inh,SRC3 inh,TROY signal inh
CCOC(=O)c1ccc(C(=O)OCC)c(NC(=S)Nc2ccc([N+](=O)[O-])cc2OC)c1,2,-35,-3,5,-1,-46,-2,-3,2,-22,-21
CN(CC(=O)NCCc1ccccc1)Cc1ccco1,1,-53,5,-12,-5,-51,-27,-17,-12,-62,10
CCOc1ccc(S(=O)(=O)NCCC(=O)NCc2ccccn2)cc1,-4,-6,-10,-25,28,-31,5,1,-3,6,-5
Cc1cc(C)c(N2C(=O)C3C4CC(=O)C(c5ccccc54)C3C2=O)c(C)c1 (stereo unspecified),8,4,1,-12,6,15,-15,26,0,0,-13
Cc1noc(C)c1S(=O)(=O)Nc1c(C)n(C)n(-c2ccccc2)c1=O,9,18,nt,-7,-27,21,3,-4,-5,19,-22
COc1ccc(CCC(=O)NCCS(=O)(=O)N2CCN(c3ccc(OC)cc3)CC2)cc1,-8,-14,0,15,-3,-2,5,0,-1,8,25
Cc1ccc(NC(=O)CSc2ncn(-c3ccccc3)n2)cc1C,4,-11,-10,-7,-3,16,5,-6,7,11,-18
COc1cc(C(=O)NC2CCCc3c2cnn3-c2ccccc2F)cc(OC)c1OC (stereo unspecified),9,33,-12,10,6,16,46*,18,-8,37,5
CCOC(=O)CNC(=O)CNC(=O)c1ccc(OC(C)C)cc1,nt,-18,-4,-8,3,-10,13,nt,-14,-13,-7
CCCCn1c(N)c(N(CCOC)C(=O)c2nn(CC)c(=O)c3ccccc23)c(=O)[nH]c1=O,-2,28,8,14,1,3,-2,-1,-17,-37,-13
Cc1cc(C)n(CC(O)COCc2ccccc2)n1 (stereo unspecified),-2,-1,-8,-10,10,7,-7,2,8,14,-6
COc1cc(C(=O)NNC(=S)NC(=O)c2ccc(F)cc2)cc(OC)c1OC,-3,3,-1,-22,7,12,5,2,-3,19,3
CCOc1ccc(C2c3[nH]c4ccccc4c3CCN2Cc2cccn2-c2ncccn2)cc1 (stereo unspecified),2,-3,5,4,29,3,-25,-15,7,2,48
CCOCC(=O)Nc1nc2ccccc2s1,-10,-60,16,-54,3,-66,-14,-14,2,-62,nt
O=C(CSc1ccccn1)Nc1nc2ccccc2s1,2,-27,-2,-48,-8,-41,1,-13,3,-20,-35
COc1ccc(CNCCNC(=O)c2nonc2N)cc1OC,0,15,-2,-25,9,-1,12,-6,10,0,-8
Cc1nc(-c2ccc(S(=O)(=O)Nc3cc(S(=O)(=O)N(C)C)ccc3C)s2)cs1,2,-1,0,-20,0,-2,-26,-9,6,0,-6
Cc1ccc(C(=O)Nc2ccc(C(=O)N/N=C/c3cccnc3)cc2)cc1,-6,6,-14,-18,-4,-32,-20,-12,-7,-54,5

# Some entries already given, showing only C8 TRAIL sens, TROY signal inh and EBV LMP1 NFkB:
SMILES,C8 TRAIL sens,TROY signal inh,EBV LMP1 NFkB
Clc1ccc(Nc2nc(-c3cccnc3)cs2)cc1,5,-70,-56
Cc1cc(N2CCN(c3ccc(F)cc3)CC2)nc2cc(O)ccc12,4,0,9

# Source: PubChem (several laboratories)
